Screens deposited in PubChem BioAssay by National Center for Advancing Translational Sciences (NCATS).
B2AR arrestin – qHTS assay of beta-arrestin-biased ligands of beta2-adrenergic receptor | beta-arrestin recruitment to beta2AR, cell-based reporter | Potency, µM (doses to about 46.1 µM), inactives show at the top dose activation, usual class: activators | 330,000 compounds, 0.02% hits | AID 492947, 2010;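 also: potency is read from the fitted curve at half-maximal effect; 0% = DMSO controls and full agonism = EC100 isoproterenol or metaproterenol; nearly all actives have a fitted effect of over 65% in size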
Target sequence (P07550 whole entry, looked up): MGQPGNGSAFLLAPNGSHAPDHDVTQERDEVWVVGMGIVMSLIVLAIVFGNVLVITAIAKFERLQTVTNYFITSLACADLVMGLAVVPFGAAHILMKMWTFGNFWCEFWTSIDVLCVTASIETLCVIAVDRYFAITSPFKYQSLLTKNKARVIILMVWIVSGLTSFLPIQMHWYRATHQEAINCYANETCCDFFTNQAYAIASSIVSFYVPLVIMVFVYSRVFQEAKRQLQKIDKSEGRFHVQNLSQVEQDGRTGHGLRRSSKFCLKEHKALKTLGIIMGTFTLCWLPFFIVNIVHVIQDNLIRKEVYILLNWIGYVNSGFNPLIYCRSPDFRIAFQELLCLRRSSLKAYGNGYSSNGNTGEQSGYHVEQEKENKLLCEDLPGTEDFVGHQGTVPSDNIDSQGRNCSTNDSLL
TCR activator – Activators of T cell receptors: qHTS campaign. primary human leukocytes, anti-CD3, IL-2 HTRF, 48 h. 330,000 tested, under 10 active. Potency, µM (top dose mostly 9.22 µM), inactives show at the highest dose activation of IL-2 secretion, actives largely listed as activators; also: % of control where 0% means no effect
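Primary human leukocytes were stimulated with a-CD3 beads plus compounds for 48 hr without co-stimulation; secreted IL-2 was quantified by HTRF using a-IL-2-K (europium cryptate) and a-IL-2-d2, excited at 320nm with acceptor emission read at 665nm.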
PTAP TSG101 blk – qHTS Assay for Iinhibitors of HIV-1 Budding by Blocking the Interaction of PTAP/TSG101; Tumor susceptibility gene 101 protein (Homo sapiens), Q99816; Fluorescence polarization, FITC-PTAP peptide / Tsg101 binding; Potency, µM (doses to about 115 µM), for the others: top-dose activity change, negative = inhibition, actives largely listed as inhibitors; 340,000 tested, under 10 active; active = well fitted inhibition curve with a large enough effect in the main read-out, with a control signal flat, not every such curve was filed as active; inconclusive = small, poorly fitted or top-dose-only effect, or effect the other way, or a change in a side signal; inactive = no such curve, though single readings can be large or run the other way; also: potency is read from the fitted curve at half-maximal effect; % of control where 0% means no effect
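Tsg101 binding domain (10 uM final) was mixed with compound and a FITC-labeled PTAP peptide (50 nM final) in HEPES pH 7.5 buffer with NaCl, Tween 20, EDTA and TCEP; fluorescence polarization was read after 20 min at r.t.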
Eya2 inh – qHTS Assay for Inhibitors of the Phosphatase Activity of Eya2; Potency, µM (highest dose often 76.9 µM), inactives show at the highest dose activity, negative = inhibition, most hits filed as inhibitors; AID 488837, 2010; recombinant Eya2, OMFP fluorescence dephosphorylation (OMFP is methylfluorescein phosphate); 330,000 compounds, 0.006% hits; also: potency is read from the fitted curve at half-maximal effect; % is scaled to controls: 0 for no effect and ±100 for the full control effect
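Eya2 protein (added as 0.2 uM solution) was preincubated with compound for 10 min at ambient temperature in 50 mM HEPES pH 7.5, 50 mM NaCl, 5 uM MgCl2, 0.05% BSA, 1 mM DTT. OMFP (added at 50 uM) then reacted 10 min; fluorescence read at 485/525 nm.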
TSHR antag – Antagonists of the Thyroid Stimulating Hormone Receptor: HTS campaign; TSHR-expressing cells, TSH-stimulated cAMP HTRF, 2 h; active compounds read low; activity change, negative = inhibition, % at 11.5 µM; 330,000 compounds, 0.2% hits; AID 504810, 2011;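 active = activity change below a set negative limit, meaning inhibition stronger than a set level, cut at about -70% in these data; inconclusive = activity change between two set negative limits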; also: % is scaled to controls: 0 for no effect and ±100 for the full control effect
Target sequence (P16473 whole entry, looked up): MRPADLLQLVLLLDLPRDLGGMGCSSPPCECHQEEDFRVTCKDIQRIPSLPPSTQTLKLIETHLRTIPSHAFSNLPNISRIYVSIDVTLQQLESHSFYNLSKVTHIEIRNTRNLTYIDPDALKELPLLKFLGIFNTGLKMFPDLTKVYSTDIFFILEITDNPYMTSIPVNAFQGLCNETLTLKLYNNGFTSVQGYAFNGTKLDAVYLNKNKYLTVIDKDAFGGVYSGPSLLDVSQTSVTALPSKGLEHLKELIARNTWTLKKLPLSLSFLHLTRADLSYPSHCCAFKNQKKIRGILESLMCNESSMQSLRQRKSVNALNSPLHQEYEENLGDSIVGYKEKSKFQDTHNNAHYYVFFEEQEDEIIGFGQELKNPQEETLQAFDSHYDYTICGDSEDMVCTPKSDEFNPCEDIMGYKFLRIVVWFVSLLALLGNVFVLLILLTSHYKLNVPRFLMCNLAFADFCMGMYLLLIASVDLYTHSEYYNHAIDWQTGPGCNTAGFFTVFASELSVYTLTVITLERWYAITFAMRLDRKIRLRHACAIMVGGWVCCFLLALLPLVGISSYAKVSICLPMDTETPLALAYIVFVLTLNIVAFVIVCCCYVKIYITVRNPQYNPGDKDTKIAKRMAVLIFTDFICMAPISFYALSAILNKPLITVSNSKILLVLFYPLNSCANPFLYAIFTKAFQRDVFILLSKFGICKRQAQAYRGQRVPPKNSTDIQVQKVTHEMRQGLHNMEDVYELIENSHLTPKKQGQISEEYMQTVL
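Freshly harvested TSHR cells receive pin-tooled compound, then EC80 TSH at 4nM final. After 2 hours at 37 deg C, antibody in lysis buffer and cAMP-d2 are added; 30 minutes at ambient temperature precede the HTRF read.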
uPA surface inh – qHTS for Inhibitors of Cell Surface uPA Generation. cell surface uPA generation assay, qHTS. Potency, µM (series often up to 38.3 µM), for inactives: at the top dose activity change, negative = inhibition, most hits filed as inhibitors. 330,000 compounds, 0.31% hits; active = well fitted inhibition curve with a large enough effect; inconclusive = small, poorly fitted or top-dose-only effect; inactive = no such curve, though single readings can be large or run the other way; tested in mouse RAW 264.7 cells; also: potency is read from the fitted curve at half-maximal effect; % is scaled to controls: 0 for no effect and ±100 for the full control effect; nearly all actives have a fitted effect of over 55% in size
Chronic BCR inh – qHTS Assay to Find Inhibitors of Chronic Active B-Cell Receptor Signaling | ABC-DLBCL IkBa-CBG/CBR reporter, luminescence ratio, 4 h | Potency, µM (highest dose often 46.1 µM), without a hit: top-dose ratio change, negative = lower green/red ratio, most hits filed as inhibitors | 340,000 compounds, 0.05% hits | AID 493014, 2011; active = well fitted inhibition curve with a large enough effect in the signal ratio, with a control signal flat, not every such curve was filed as active; inconclusive = small, poorly fitted or top-dose-only effect, or effect the other way, or a change in a side signal; the % refers to the signal ratio;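 also: potency is read from the fitted curve at half-maximal effect; plate controls were basal doxycycline-induced cells for no effect and cells given 10 µM MG132 for full effect; MG132 reads +100%, hits lower the ratio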
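Compounds up to 46 uM were incubated four hours with TMD8 cells whose green CBG68 luciferase is fused to IkappaBalpha; red CBR luminescence normalised the signal, and concentration-effect curves were fitted to fusion, red and ratio data.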
USP2a inh – qHTS Assay for Inhibitors of Ubiquitin-specific Protease USP2a Using CHOP2 as the Reporter; Ubiquitin carboxyl-terminal hydrolase 2 (Homo sapiens), O75604; USP2 core, Ub-CHOP2 coupled fluorogenic reporter, 485/531; Potency, µM (doses to about 38.3 µM), for the others: top-dose activity change, negative = inhibition, usual class: inhibitors; 330,000 compounds, 0.01% hits; AID 463254, 2010;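 also: potency is read from the fitted curve at half-maximal effect; plate controls were DMSO wells for no effect and full inhibition by NEM control for full effect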
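Deubiquitinase activity read as fluorescence (485/531 nm) after Ub-CHOP2 cleavage activates the enterokinase reporter on its substrate; USP2 core 10nM, Ub-CHOP2 and substrate 25nM each, 30min compound preincubation then 60min RT; data normalized to NEM, curves fitted.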
Mito fusion act – qHTS Assay for Small Molecule Inhibitors of Mitochondrial Division or Activators of Mitochondrial Fusion. S. cerevisiae fusion-defective mutant growth rescue, CellTiterGlo 48 h. Potency, µM (series often up to 46.1 µM), for the others: at the top dose growth rescue (activation), actives largely listed as activators. 320,000 compounds, 0.23% hits. AID 485298, 2010;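 also: potency is read from the fitted curve at half-maximal effect; % of control where 0% means no effect; nearly all actives have a fitted effect of over 45% in size; temperature-sensitive fusion mutants such as fzo1-1 at 37 °C on non-fermentable ethanol glycerol medium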
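Temperature-sensitive fusion-defective S. cerevisiae (e.g. fzo1-1, mgm1-5) were grown with compound in YPEG medium (3% ethanol, 3% glycerol) for 48 hours at 37C. Growth rescue was measured as viability by CellTiterGlo luminescence after 10 minutes at ambient.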
ELG1 DNA repair – qHTS screen for small molecules that inhibit ELG1-dependent DNA repair in human embryonic kidney (HEK293T) cells expressing luciferase-tagged ELG1; HEK293T ELG1-luciferase reporter, luminescence, 16 h; DNA damage induced by 5-fluorouridine; Potency, µM (doses to about 46.1 µM), for inactives: at the top dose activity change, negative = inhibition, usual class: inhibitors; 330,000 compounds, 2.3% hits; AID 504467, 2011; also: potency is read from the fitted curve at half-maximal effect; % is scaled to controls: 0 for no effect and ±100 for the full control effect; nearly all actives have a fitted effect of over 55% in size
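DMSO vehicle served as the neutral condition. Each well held 2,000 cells given 5-fluorouridine plus compound; after 16 hr at 37 °C/5% CO2, ONE-Glo was added and luciferase measured 30 min later.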
Tb PFK block – qHTS Assay to Find Inhibitors of T. brucei phosphofructokinase; ATP-dependent 6-phosphofructokinase (Trypanosoma brucei brucei), O15648; T. brucei PFK, ADP-Glo luminescence; Potency, µM (doses to about 57.5 µM), without a hit: at the highest dose activity, negative = inhibition, hits mostly inhibitors; 330,000 compounds, 0.17% hits;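 also: potency is read from the fitted curve at half-maximal effect; 0% = uninhibited 1x PFK enzyme wells and -100% = no-enzyme wells; nearly all actives have a fitted effect of over 60% in size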
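PFK 1.25 nM, F6P 0.5 mM, ATP 0.1 mM, 0.1 M TEA pH 8.0, 5 mM MgCl2, 0.01% Tween20, 0.1% BSA; 45 min RT. ADP-Glo readout. qHTS titration up to 57 uM; curves fitted, compounds curve-classed.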
The depositor's hits bear a star; ? = inconclusive; nt = not tested or not shown; [ ] = remark or other dose. Unless noted, calls follow the shape of the dose curve; as a rule, active = well fitted curve in the direction sought with a large enough effect; inconclusive = small, poorly fitted or top-dose-only effect, or another doubt; inactive = no such curve, though single readings can be large; an effect the other way counts as inactive or inconclusive.

SMILES	B2AR arrestin	TCR activator	PTAP TSG101 blk	Eya2 inh	TSHR antag	uPA surface inh	Chronic BCR inh	USP2a inh	Mito fusion act	ELG1 DNA repair	Tb PFK block
COc1ccccc1NC(=O)C(C)OC(=O)c1cc2ccccc2[nH]1 (configuration not stated)	0.2%	1%	-1%	?	?	3%	?	-8%	?	?	1%
Cc1noc(C)c1CSc1nnc(-c2ccccc2F)n1CCc1ccccc1	-0.8%	-2%	0%	5%	-2	-5%	-1%	0%	5%	?	-3%
Cc1cccc(C(=O)OCC(=O)Nc2ccccc2C(=O)NC2CC2)c1	2.9%	-1%	0%	8%	0	11%	-9%	4%	8%	-2%	0%
Cc1cc(C)n(CC(=O)n2c3c(c4ccccc42)CCCC3)n1	-0.2%	0%	-3%	nt	14	7%	7%	-1%	5%	16%	-2%
CC(=O)c1c(C)[nH]c(C(=O)OCC(=O)Nc2cccc(S(=O)(=O)N3CCCC3)c2)c1C	4.1%	-13%[46.1 µM]	-1%	-11%	-26	-11%	-21%	0%	-9%	?	0%
COc1ccccc1/C=C/C=N/n1c(-c2cc(-c3ccccc3)n[nH]2)n[nH]c1=S	0.1%	-6%	1%	0%	-12	-3%	-26%	0%	5%	15%	-8%
Cc1cc(C)c2c(CN3CCN(Cc4ccccc4)CC3)cc(=O)oc2c1	0.3%	0%	-3%	-28%	1	-7%	-3%	3%	-13%	-4%	-5%
COC(=O)C1=C(C)NC(=O)NC1c1ccc([N+](=O)[O-])o1 (configuration not stated)	0.0%	-3%[46.1 µM]	0%	1%	3	-6%	0%	1%	-5%	-1%	2%
CCOC(=O)c1c(NC(=O)CN(C)C)sc(C(=O)N(CC)CC)c1C	0.3%	0%	-5%	6%	-2	1%	17%	2%	5%	-10%	0%
S=C(NCc1ccccc1)NCc1ccco1	0.4%	16%	-5%	4%	-17	1%	-6%	1%	-10%	-4%	1%
O=C(NCc1cccc(Cl)c1)c1ccc2c(c1)OCO2	0.0%	nt	nt	9%	11	-6%	5%	-2%	0%	18%	?
CCn1c(CC(=O)Nc2ccccc2F)nnc1SCC(=O)N1CCOCC1	0.4%	2%	nt	4%	0	17%	0%	0%	1%	17%	2%
CCc1ccc(OCC(O)CNC(C)(C)C)cc1 (configuration not stated)	0.2%	nt	-8%	-25%	15	3%	-12%	1%	2%	-6%	0%
Cc1cc(C)cc(NC(=O)COC(=O)c2cccc(S(=O)(=O)N3CCCCC3)c2)c1	0.0%	-7%	-3%	-11%	-7	-7%	-1%	-6%	0%	2%	0%
COc1ccccc1NC(=S)Nc1cccc(F)c1	0.3%	-5%[46.1 µM]	0%	4%	8	2%	?	2%	-2%	12%	0%
CCc1ccc(OCC(=O)N(C)CCC#N)c(Br)c1	-0.3%	3%	-7%	9%	-8	nt	0%	1%	-4%	11%	-3%
COc1ccc(CNC(=O)C2CCN(S(=O)(=O)c3c(C)noc3/C=C/N(C)C)CC2)cc1	-0.2%	-6%	-8%	0%	-11	2%	8%	-2%	0%	-11%	-4%
O=C(NC1CCCC1)C(c1ccncc1)N(Cc1ccccc1)C(=O)Cc1cccs1 (configuration not stated)	0.4%	-2%	1%	6%	1	-6%	9%	13%	-7%	14%	8%
Nc1ccccc1C(=O)NCc1ccc(Cl)cc1	-0.6%	-2%	-1%	9%	-2	2%	1%	-1%	7%	8%	-12%
Cc1nn(C)cc1S(=O)(=O)N1CCN(c2cccc(Cl)c2)CC1	6.6%	-2%	-4%	5%	-6	0%	1%	0%	1%	-8%	4%
COc1ccc(S(=O)(=O)N2CCN(C(=O)COc3ccc(C)c(C)c3)CC2)cc1OC	-0.2%	3%	-2%	-4%	2	2%	4%	1%	3%	-25%	-3%
Cc1ccc(N2CCN(C(=O)C3CCC(=O)N(Cc4ccc(Cl)cc4)C3)CC2)c(C)c1 (configuration not stated)	0.5%	11%	-6%	0%	-9	-14%	?	-2%	20%	-6%	-4%
COc1ccccc1-c1cc(C(F)(F)F)nc(S(=O)(=O)CCCC(=O)N2CCCCC2C)n1 (configuration not stated)	4.3%	2%	-3%	12%	-2	-5%	?	2%	-10%	?	-6%
COc1ccc([N+](=O)[O-])cc1NC(=O)CSc1ccc2ccccc2c1	2.7%	-2%[46.1 µM]	-9%	8%	-19	-6%	13%	4%	14%	-24%	2%
COC(=O)N/N=C/c1ccc(-c2ccccc2Cl)o1	3.0%	-5%	1%	9%	-4	-13%	0%	1%	1%	?	-6%

More structures follow.
SMILES	B2AR arrestin	TCR activator	PTAP TSG101 blk	Eya2 inh	TSHR antag	uPA surface inh	Chronic BCR inh	USP2a inh	Mito fusion act	ELG1 DNA repair	Tb PFK block
O=C(Cn1cnc2c(cnn2-c2ccccc2)c1=O)NCCc1ccccc1	-0.6%	-5%[46.1 µM]	-6%	-5%	-5	1%	-9%	-8%	0%	-1%	2%
Cc1cc(C)c(S(=O)(=O)NCCc2ccncc2)c(C)c1	4.6%	-3%	-3%	8%	18	4%	?	1%	9%	-9%	6%
Cc1cc(C)n2nc(CC(=O)NNC(=O)COc3cccc(C)c3C)nc2n1	0.8%	-12%	-4%	8%	-9	0%	4%	3%	-4%	4%	-11%
C#CCn1cccc(C(=O)Nc2ccc(OC)cc2)c1=O	3.1%	-4%	-2%	-11%	-5	?	3%	1%	8%	?	6%
CCOC(=O)c1c(NC(=O)C2C3C=CC(CC3)C2C(=O)O)sc(C)c1CC (configuration not stated)	5.1%	-3%[46.1 µM]	-1%	-9%	17	0%	6%	-1%	7.1µM*	-12%	-1%
COc1ccc(S(=O)(=O)c2snnc2C)cc1	0.2%	1%	-2%	-5%	0	-4%	0%	0%	-13%	0%	1%
Cc1cc(N)n(-c2ccccn2)n1	-0.7%	-9%	2%	1%	13	12%	0%	3%	-2%	?	-1%
COC(=O)CSc1ccc2nnc(-c3ccc(OC)c(OC)c3)n2n1	13%	0%[46.1 µM]	-4%	-3%	-6	5%	-10%	1%	-3%	?	3%
COc1ccc(Br)cc1CN(C)C(=O)Cc1ccc(OC)c(S(=O)(=O)N2CCOCC2)c1	0.3%	nt	-1%	8%	21	-34%	2%	1%	0%	-28%	0%
N=c1c2c(-c3ccccc3)c(-c3ccccc3)n(Cc3ccccc3)c2ncn1CCCn1ccnc1	-0.9%	0%	1%	-14%	11	-15%	?	-4%	-3%	?	14%
COc1ccccc1NS(=O)(=O)c1cc(NC(=O)c2ccc3c(c2)OCCO3)ccc1C	-0.2%	1%[46.1 µM]	0%	-2%	-43	1%	?	-1%	14%	?	1%
Cc1ccc(F)c(NC(=O)CCc2ccccc2)c1	-0.5%	4%	-2%	17%	-7	-1%	1%	0%	2%	?	-4%
O=S(=O)(c1ccccc1Cl)N1CCC(O)(c2cccnc2)CC1	0.1%	0%	-1%	-8%	-3	-1%	-27%	1%	1%	-5%	2%
CCOc1ccccc1N1CCN(C(=O)c2cccc(-c3ccc(O)cc3)c2)CC1	0.2%	0%	-1%	12%[15.4 µM]	-6	-2%	?	-14%	-5%	?	6%
Cc1ccccc1NC(=O)c1cccc(NC(=O)CCC(=O)O)c1	0.2%	1%	-1%	4%	-8	1%	3%	0%	-2%	8%	-4%
COc1ccc(Cl)cc1C(=O)NNC(=O)c1n[nH]c2ccccc12	-0.2%	nt	-1%	-6%	4	-1%	-8%	0%	0%	18%	-7%
O=C(CCC(=O)Nc1ccccc1)NNC(=O)c1cccs1	0.2%	-3%	1%	-9%	1	nt	1%	3%	1%	7%	-4%
COc1ccc(OCc2cccc(C(=O)Nn3cc([N+](=O)[O-])cn3)c2)cc1	-0.4%	2%[46.1 µM]	-5%	-7%	13	-7%	?	-1%	26%	?	-1%
CC(OC(=O)CCCN=C1NS(=O)(=O)c2ccccc21)C(=O)Nc1ccc(F)c(F)c1F (configuration not stated)	-0.6%	8%	-7%	11%	5	-3%	-5%	2%	2%	-2%	2%
COc1cccc(N=Cc2c(O)c3ccccc3oc2=O)c1	-0.8%	1%	0%	-8%	11	0%	?	-2%	-1%	-6%	3%
